# MCF10A rereplic – inducers of DNA re-replication in MCF 10A breast cells; Potency, µM (titrated, usually from 46.1 µM), for the others: at the top dose activity, positive = re-replication, most hits filed as activators; MCF 10A DNA re-replication, Hoechst nuclear intensity, 48 h; 350,000 compounds, 2.9% hits; note: potency is the fitted concentration of half-maximal effect; % of control where 0% means no effect; nearly all actives have a fitted effect of over 50% in size
# HT1080 IDH1KD tx – HT-1080 IDH1 knockdown cell toxicity (counter line); HT-1080 IDH1 knockdown viability, ATP luminescence, 48 h; Potency, µM (titrated, usually from 46.1 µM), inactives show at the top dose activity, negative = toxicity, actives largely listed as cytotoxic; 360,000 compounds, 2% hits; AID 686971;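 note: potency is the fitted concentration of half-maximal effect; 0% = DMSO wells and -100% = cell-free medium wells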
#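 IDH1KD HT-1080 cells, 750/well, RPMI + 5% FBS; compound pinned after 2 h settling; 48 h, 37 °C; CellTiter-Glo luminescence; % activity normalised to DMSO and no-cell wells; curves fitted, classed by r2 and efficacy.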
# HT1080NT lethal – kills 2HG-producing HT-1080-NT fibrosarcoma cells. HT-1080-NT fibrosarcoma viability, CellTiter-Glo ATP luminescence, 48 h. Potency, µM (titrated, usually from 46.1 µM), inactives show at the highest dose activity, negative = less viability, most hits filed as cytotoxic. 360,000 compounds, 1.6% hits. AID 686970;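 note: NT is the 2HG producing partner of a matched IDH1 knockdown line; potency is the fitted concentration of half-maximal effect; 0% = DMSO-treated cells and -100% = media-only wells without cells; nearly all actives have a fitted effect of over 55% in size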
#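 Viability by CellTiter-Glo luminescence after 48 h compound exposure at 37C of HT-1080-NT cells (750/well, RPMI, 5% FBS). % activity scaled between DMSO wells and medium-only wells, then curve-fitted and categorized by curve class.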
# HepG2 viability – HepG2 cytotoxicity, counter-screen for TGF-b inhibitors | 410,000 compounds, 0.76% hits | Potency, µM (series often up to 46.1 µM), without a hit: at the top dose activity change, negative = cytotoxicity, actives largely listed as cytotoxic | HepG2 CAGA-GFP viability, ATP luminescence, 18 h; note: potency is the fitted concentration of half-maximal effect; some results filed as inactive show a strong effect at the top dose
#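 CellTiter-Glo luminescence gave cytotoxicity after 18 hours at 37 degrees C. The cells were HepG2 CAGA-GFP in 1% FBS DMEM, stimulated with 500 pg/mL TGF-beta after compound addition. %Activity was normalised to no-cell wells (complete cell-killing) and DMSO (no toxicity), and curves were fitted and classified.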
# ATXN2 expr inh – ATXN2 expression inhibition; HEK-293 ATXN2-luciferase reporter, luminescence, 24 h; Potency, µM (series often up to 57 µM), inactives show at the highest dose activity change, negative = inhibition, most hits filed as inhibitors; 360,000 compounds, 0.72% hits; AID 1745845; note: potency is the fitted concentration of half-maximal effect; % is set by controls: 0 for no effect and ±100 for the full control effect; nearly all actives have a fitted effect of over 55% in size
#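 qHTS (up to 57 uM final) was run with 24 h compound exposure of reporter cells at 37 °C. Each well was multiplexed: SteadyGlo luminescence measured ATXN2-luciferase expression after a fluorogenic Gly-Phe-AFC viability readout (25 uM final).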
# SW480 rerep – induces DNA re-replication in SW480 colon adenocarcinoma cells. SW480 DNA re-replication, Hoechst DNA content imaging, 48 h. Potency, µM (doses to about 46.1 µM), without a hit: top-dose re-replication activation, actives largely listed as activators. 340,000 compounds, 1.8% hits. AID 624297; note: potency is the fitted concentration of half-maximal effect; % of control where 0% means no effect; nearly all actives have a fitted effect of over 55% in size
#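 DNA re-replication was detected as more nuclei of elevated Hoechst intensity after 48 hr exposure to compound (23 nL pinned per well of 250 cells).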
# IL1B secr inh – inhibitors of inflammasome signaling (IL-1 beta secretion); activity change, % at 57.5 µM; 360,000 compounds, 4.7% hits; THP-1 LPS/ATP IL-1B secretion, AlphaLISA, 16 h; hits give low values; in the data active = activity change below about -50%; inconclusive = mostly about -30% to -49%; note: % is set by controls: 0 for no effect and ±100 for the full control effect
#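 THP-1 cells pretreated 1 hr with compounds (up to 57.5 uM final), then stimulated with LPS (250 ng/mL final) plus ATP (1.25 mM final); secreted IL-1B measured by AlphaLISA after 16 hr, decreased signal indicating inhibition.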
# ATXN viability – cell viability loss in ATXN counter-screen; Potency, µM (highest dose often 56.7 µM), actives largely listed as cytotoxic; AID 651635; 400,000 compounds, 0.49% hits; S2 cells (HEK-293 line with an ATXN2-luciferase reporter) viability, CellTiter-Fluor protease fluorescence, 24 h; note: potency is the fitted concentration of half-maximal effect; nearly all actives have a fitted effect of over 40% in size
# KB-3-1 cytotox – kills parental KB-3-1 adenocarcinoma cells; Potency, µM (titrated, usually from 46.1 µM), for inactives: at the top dose activity change, negative = cytotoxic, most hits filed as cytotoxic; 400,000 compounds, 1.4% hits; AID 1347075; KB-3-1 viability, CellTiter-Glo ATP luminescence, 72 h; note: potency is the fitted concentration of half-maximal effect; % is set by controls: 0 for no effect and ±100 for the full control effect; nearly all actives have a fitted effect of over 60% in size
#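 Luminescent ATP read-out (CellTiter-Glo) measures survival of drug-naive KB-3-1 cells after 72 h compound exposure at 37 °C. Titration series was screened from lowest to highest concentration, with DMSO vehicle plates as background controls.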
# Active calls of the source: *; i = inactive; ? = inconclusive; / = no result given; [ ] = another dose, or the depositor's remark. Unless noted, calls come from the whole dose curve; as a rule, active = well fitted curve in the direction sought with a large enough effect; inconclusive = small, poorly fitted or top-dose-only effect, or another doubt; inactive = no such curve, though single readings can be large; an effect the other way counts as inactive or inconclusive.
Structure	HT1080NT lethal	IL1B secr inh	HepG2 viability	ATXN2 expr inh	ATXN viability	KB-3-1 cytotox	MCF10A rereplic	SW480 rerep	HT1080 IDH1KD tx
CCC(=O)c1ccc(Oc2nc3c(c(=O)n(C)c(=O)n3C)n2CC)cc1	-2%	18	-14%	-4%	i	-4%	-1%	2%	13%
CCC(=O)N/N=c1/sc2ccccc2n1C	-1%	1	0%	-14%	i	-12%	?	-51%[inhibitor]	-3%
CCOC(=O)C(C(=O)OCC)C(C#N)c1ccccc1 (stereo unspecified)	3%	-21	-5%	5%	i	-2%	1%	0%	1%
Cc1cc(OCC(=O)OCC(=O)N2CCCc3ccccc32)ccc1Cl	-5%	0	3%	/	i	7%	/	/	-1%
NC(c1csc(Nc2ccc(C(=O)NCCCO)cn2)n1)c1ccccc1Cl (stereo unspecified)	-4%	-16	-18%	-4%	i	0%	/	/	-4%
CCC(C)c1ccc(NC(=S)N2CCCC2)cc1 (stereo unspecified)	6%	-17	-3%	26%	i	-22%	8%	-5%	-3%
CN(Cc1ccccc1)S(=O)(=O)c1cc2c3c(c1)CCN3C(=O)CC2	5%	18	-1%	-1%	i	0%	10%	-6%	0%
CCc1c(C)sc(NC(=O)c2cc(C(C)C)on2)c1C#N	-1%	-30	-5%	44%[activator]	i	2%	?	?	-17%
Cc1ccnc(NS(=O)(=O)c2ccc(NC(=O)CN3C(=O)c4ccccc4S3(=O)=O)cc2)n1	-6%	-5	-21%	-2%	i	11%	-3%	3%	-1%
O=C(c1ccco1)N1CCN(C(=O)C2CCN(S(=O)(=O)c3cccc4nsnc34)CC2)CC1	15%	18	0%	1%	i	3%	-3%	-4%	-2%
Cc1ccc(-c2nn3c(C)nnc3s2)cc1NC(=O)COc1ccc(Cl)cc1	0%	-17	0%	-26%	i	?	15%	0%	2%
C[C@]12CS(=O)(=O)C[C@H]1SC(=S)N2c1ccccc1	-6%	-1	4%	-2%	i	0%	?	3%	-3%
COC(CSc1ncnc2c1oc1nc3c(cc12)COC(C)(C)C3)OC	10%	0	-22%	/	i	?	5%	-3%	-11%
Cc1cc(N2C(=O)C(O)=C(C(=O)c3cc4ccccc4o3)C2c2cccc(Br)c2)no1 (stereo unspecified)	?	4	-9%	/	i	-12%	18µM*	-2%	-30%
O=C(c1ccc([N+](=O)[O-])o1)N1CCOCC1	23%	0	-56%	1%	i	-5%	-2%	-5%	13%
CC(=O)CSc1nc(-c2ccccc2)c(-c2ccccc2)o1	-2%	-12	2%	-9%	i	5%	9%	?	-15%
O=C(CN(C(=O)CNC(=O)c1cccs1)c1ccccc1F)NC1CCCCC1	-4%	-6	-12%	-2%	i	1%	-5%	?	-3%
Cc1cc(OCC(=O)NC2CC(C)(C)NC(C)(C)C2)c(C)cc1Br	-4%	i	-18%	-31%	i	-2%	16%	?	-24%
CC(C)(c1ccccc1)c1ccc(OCC2CO2)cc1 (stereo unspecified)	3%	13	2%	-29%	i	-3%	?	3%	0%
C=CCN1C(c2ccc(OCC)cc2)=CS/C1=C(\C#N)c1nnc2n1CCCCC2	?	-4	-45%	?	?	-15%	?	19%	?
CSc1nccc(-c2sc(SC)c(C#N)c2-c2ccccc2)n1	-8%	155	-8%	/	i	1%	?	3%	-20%
CC(C)C(C(=O)Nc1ccc2c(c1)OCCOCCOCCOCCO2)N1C(=O)c2ccccc2C1=O (stereo unspecified)	18%	14	16%	-29%[11.3 µM]	i	22%	2%	7%	22%
COc1cc([N+](=O)[O-])ccc1NC(=O)COC(=O)CCS(=O)(=O)c1ccc(C)cc1	0%	-4	-6%	-4%	i	7%	-2%	-6%	9%
O=S(=O)(c1cc(F)ccc1F)N1CCN(c2ncnc3ccccc23)CC1	?	72	-39%	/	i	5.2µM*	5.8µM*	18µM*	?
O=C(Nc1ccc(OC(F)(F)F)cc1)C1CCN(S(=O)(=O)c2ccc3[nH]c(=O)ccc3c2)CC1	/	/	-27%	9%	i	-5%	/	/	/
COc1cccc(N(CC(=O)NCc2ccco2)C(=O)CCC(=O)Nc2nccs2)c1	4%	-17	2%	-9%	i	-5%	?	4%	10%
Cc1cnc(NC(=O)Cn2cnc3c2c(=O)n(C)c(=O)n3C)s1	14%	-6	-5%	-21%	?	2%	19%	-3%	13%
O=C(CSc1ncn(-c2ccccc2)n1)Nc1ccc2c(c1)OCCO2	7%[9.24 µM]	-2	7%	-2%	i	-14%	-5%	0%	1%
COc1ccc(/C=N/NC2=NS(=O)(=O)c3ccccc32)cc1OC	-9%	0	-1%	16%	i	17%	11%	-6%	?
Cc1ccc(S(=O)(=O)N2CCCC2CNC(=O)C(=O)NCc2ccc3c(c2)OCO3)cc1 (stereo unspecified)	-13%	-8	-17%	/	i	4%	/	/	-15%
COc1ccc(NC(=O)C2=C(C)Nc3nc(CCCO)nn3C2c2ccc(OC)c(OC)c2)cc1 (stereo unspecified)	28%	0	-14%	-15%	i	4%	-3%	?	18%
O=C(N/C=C/n1cnc2cc(C(F)(F)F)ccc21)c1ccc(F)cc1	0%	-2	-3%	/	i	-2%	/	/	2%
C[C@H]1CN([C@@H](C)CO)C(=O)c2cccc(NC(=O)c3nc4ccccc4s3)c2O[C@H]1CN(C)C(=O)Nc1ccc(F)cc1	?	?	-3%	?	?	?	-17%	8%[9.22 µM]	-24%
C[C@@H](NC(=O)C(=O)c1c[nH]c2ccccc12)c1ccccc1	3%	3	-3%	1%	i	0%	-2%	-49%[inhibitor]	4%
O=C(N/N=C/c1cccn1-c1ccc(O)cc1)c1cccc2ccccc12	-27%	-10	-37%	-7%	i	-3%	?	?	?
O=C(NCc1ccccc1F)C1CCC(=O)N(Cc2ccc(Cl)cc2)C1 (stereo unspecified)	-8%	-1	-22%	-16%	i	12%	-1%	-3%	1%
O=C(c1ccco1)N1CCC(c2nc3c(nnn3Cc3c(Cl)cccc3Cl)c(=O)[nH]2)CC1	-5%	17	0%	-7%	?	8%	5%	0%	-22%
COc1cc(C2NC(=O)NC(C)=C2C(=O)OCC2CCCCC2)ccc1O (stereo unspecified)	5%	-7	-6%	/	?	3%	0%	-10%	0%
CCOc1ccc(CC(=O)NCCc2cnc[nH]2)cc1	0%	9	-2%	8%	i	11%	-5%	-8%	0%
C=CC[C@@H](CC(=O)NCCO)C(=O)N[C@@H](COC(=O)[C@@H](CC=C)Cc1ccc(F)cc1)Cc1ccccc1	-1%	-6	3%	-12%	i	2%	7%	-9%	-9%
O=C(NC12CC3CC(CC(C3)C1)C2)N1CC2Cc3cccc(=O)n3C(C2)C1 (stereo unspecified)	13%	22	-2%	8%	i	10%	-5%	-5%[9.22 µM]	10%
CCCCn1c(SCC(=O)c2ccc3c(c2)OCCO3)nnc1-c1ccoc1C	-1%	-96*	-22%	-8%	i	-3%	11%	1%	-1%
Cc1ccccc1C(=O)N1CCN(c2ccc(NC(=O)c3ccc4c(c3)OCO4)cc2)CC1	?	-131*	-1%	/	i	?	?	-3%	?
Cc1ccc(C)n1-c1nn(S(=O)(=O)c2cccc(C(F)(F)F)c2)c2cccc(F)c12	-18%	?	-18%	-9%	i	0%	16%	0%	-9%
CN(Cc1ccon1)C(=O)CC1C(=O)NCCN1Cc1cccc(Oc2ccccc2)c1 (stereo unspecified)	2%	-2	-5%	/	i	-8%	5%	4%	0%
CCCc1ccc(OC(=O)c2cccs2)cc1	1%	-16	-1%	3%	i	1%	1%	-7%	17%
CCOc1ccc(Cl)cc1-c1cc(C(=O)NCC2CCCCC2)[nH]n1	0%	?	1%	-20%	i	0%	/	/	-18%
O=C(c1cccc([N+](=O)[O-])c1)N1CCCC(C(=O)N2CCc3ccccc3C2)C1 (stereo unspecified)	2%	-11	-5%	/	i	1%	-3%	-1%	-3%
O=C(Cn1c(=O)oc2cc(S(=O)(=O)N3CCCCC3)ccc21)Nc1cccc(Cl)c1	/	/	-26%	?	?	2%	/	/	/
O=C(COC(=O)Cc1cccc(C(F)(F)F)c1)Nc1ccccc1	-2%	-3	2%	6%	i	-11%	-3%	-10%	6%
CN(Cc1ccccc1)c1cc2c(c3c1ccn3C)C1CCC2C1 (stereo unspecified)	-10%	-14	-31%	-19%	i	0%	/	/	-17%
CC(C)NC(=O)C1C(c2ccc(C(F)(F)F)cc2)=Nc2ccccc2N1C(=O)c1ccco1 (stereo unspecified)	-28%	13	/	/	/	-4%	/	/	?
Cc1cccc(C)c1NC(=O)NC1(C(=O)N2CCCC2)CCCCC1	11%	1	1%	-12%	i	0%	1%	-2%	19%
O=C(Nc1ccc(Cl)cn1)C1CCCN1S(=O)(=O)c1cccc2ccccc12 (stereo unspecified)	-6%	0	-10%	/	/	-24%	15%	7%	-25%
CCCC(=O)Nc1ccc(C(=O)NCc2ccccn2)cc1	9%	3	2%	9%	i	8%	-14%	12%	8%
CCCCN(C=O)c1c(CC)nc2c(OCCn3cccc3)cccn12	-4%	-10	-51%	-4%	i	0%	/	/	2%
COc1cccc(C(NC(C)=O)c2nc(-c3cccc(C(C)C)c3)cs2)c1 (stereo unspecified)	-22%	-8	-14%	-10%	i	0%	/	/	-27%

# Compound activity: PubChem BioAssay, National Center for Advancing Translational Sciences (NCATS)
